Source: PubChem BioAssay
LGR2 inh – Drosophila LGR2 receptor signaling inhibition. HEK293 LGR2, CRE-luciferase, bursicon-stimulated, 4 h. inhibition, % at 9.99 µM. 0.35% of 380,000 active. AID 720647;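 active = drop in luminescence signal, shown as inhibition above about 50% in the replicate tests, limit read from the data, passing the limit was not always enough; inconclusive = probably only some replicates passing the limit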;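 also: agonist challenge used bursicon conditioned medium at about half maximal strength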
ARNT-TACC3 inh – ARNT/TACC3 interaction disruption; Q9Y6A5; AlphaScreen His-ARNT PAS-B/GST-TACC3 binding, luminescence; TACC3 fragment carries E629A point mutation; inhibition, % at 9.99 µM; 0.66% of 390,000 active;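 active = mean inhibition of replicates at least 50% and at least half of replicates each reaching 50%; inconclusive = half or more replicates reach 50% but mean below 50%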;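 also: 0% = complete ARNT plus TACC3 wells and 100% = ARNT alone without TACC3; many hits fall short of the cut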
PAX8 inh HTS – inhibitors of PAX8 transcriptional activity in RMG-I cells; RMG-I TPO-luciferase reporter, SteadyGlo, 24 h; inhibition, % at 12.6 µM; 1.2% of 360,000 active;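 active = mean replicate inhibition at least 60% with every replicate also reaching 60%; inconclusive = only one of the two criteria is met; inactive = mean below 60% and not all replicates reaching 60%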;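 also: luciferase light reporting Pax8 driven TPO promoter activity; plate controls were median of neutral control wells for no effect and mitoxantrone controls for full effect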
PGC1a acetyl inh – modulators of PGC1a acetylation | inhibition, % at 15.6 µM | U2OS PGC1a acetylation, AlphaScreen anti-acetyl-lysine; with virally co-expressed GCN5 acetyltransferase | 0.17% of 350,000 active | AID 651687;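 active = every replicate shows inhibition of at least 40%; inconclusive = mean inhibition at least 40% but some replicate below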;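 also: 0% = neutral control wells and 100% = positive control wells; some results beyond the cut were filed as inactive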
PglD DTNB – blocks C. jejuni PglD acetyltransferase activity | inhibition, % at 12.5 µM | AID 602405 | 0.098% of 360,000 active | purified PglD enzyme, DTNB colorimetric CoA detection; in the data active = inhibition above about 16%, passing the limit was not always enough; inconclusive = no clear call, values can overlap the other calls; also: strong numbers were not always called active
Statin myotox sup – suppressors of simvastatin-induced myotoxicity in C2C12 myotubes; ATP luminescence, 48 h; scaled: DMSO 0, geranylgeraniol control 100; rescue of ATP level, % at 7.49 µM; 0.78% of 330,000 active; AID 602340;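 active = mean ATP rescue above about 67%, or every replicate alone reaching that limit, limit read from the data, passing the limit was not always enough; inconclusive = no clear call, values can overlap the other calls; inactive = mean under the limit and some replicate under it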;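 also: myotubes were challenged with 10 µM simvastatin during compound exposure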
Cneo AK release – Cryptococcus neoformans lysis via adenylate kinase release; C. neoformans lysis, adenylate kinase release luminescence, 4 h; normalised: neutral wells 0, clomiphene wells 100; lysis activity, % at 15 µM; 0.2% of 360,000 active; AID 651654;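 active = mean lysis activity across replicates of at least 80%, whatever share of replicates individually reach that level; inactive = mean lysis activity below 80%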
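Material: C. neoformans cells | Amount: Yeast cell density of 5 × 10^6 cells/mL | Medium: Fresh YPD growth medium | Dosing: Single dose | Times: Static 4 h at 37 °C with compound, 1 h detection | Detection: AK luminescence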
GSIS activator – primary screen for activators of insulin secretion dependent on glucose, INS-1E cells, GLuc reporter luminescence; INS-1E GLuc reporter insulin secretion, 2-3 h; activation, % at 16.6 µM; 0.61% of 370,000 active;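 active = lowest replicate activation of at least 40%, so every replicate reaches that level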;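 also: 0% = median of neutral control wells and 100% = median of IBMX positive control wells; some compounds called inactive have numbers as strong as hits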
* = called active by the depositor; u = inconclusive; x = no result given; & = joins results of further samples. An unsorted share of the library; overall some 2.9% were active at least once.

SMILES	LGR2 inh	ARNT-TACC3 inh	PAX8 inh HTS	PGC1a acetyl inh	PglD DTNB	Statin myotox sup	Cneo AK release	GSIS activator
Cc1cc2cc(CNC(=O)c3ccc(S(=O)(=O)N(C)C)cc3)ccc2n1C	-27	-19	6	-10	7	5	-1	x
O=C(O)C1C(c2ccccc2)C(C(=O)Oc2ccccc2)C1c1ccccc1 (configuration not stated)	x	1	x	0	4	-6	12	x
COc1cccc(S(=O)(=O)Nc2ccc3c(c2)[C@H]2C[C@@H](CC(=O)NCc4ccccc4F)O[C@@H](CO)[C@H]2O3)c1	6	-1	-25	5	-3	2	1	-3
CC(=O)N[C@H]1C=C[C@@H](CC(=O)NCC2CCCCC2)O[C@@H]1CO	24	1	-18	-6	-1	7	7	0
C[C@H](NC(=O)c1ccccc1)C(=O)OCC(=O)Nc1sccc1C(N)=O	1	-5	-3	8	0	18	0	-1
O=C(NNc1ccccc1[N+](=O)[O-])Nc1ccc(F)cc1	-17	-3	15	x	x	x	x	-18
COC(=O)c1nc(NC(=O)c2ccccc2)n[nH]1	x	4	x	x	-1	0	0	x
CCOc1ccc(N(C(=O)CNC(=O)c2cccs2)C(C(=O)NCC2CCCO2)c2ccc(OC)c(OC)c2)cc1 (configuration not stated)	-3	2	26	9	x	0	x	16
COc1cc2c(cc1NC(=O)C(Cl)Cl)-c1ccc(NC(=O)C(Cl)Cl)cc1C2	0	0	79*	x	x	x	x	-4
Cc1ccc2c(c1)C(c1ccc(N3CCOCC3)cc1)=NNC(c1cccs1)=N2	x	-4	-16	20	-2	16	11	x
Cc1cc(C)nc(SCC(=O)Nc2ccc(S(=O)(=O)Nc3cc(C)on3)cc2)n1	3	3	2	x	4	0	1	1
O=C(Nc1nnc(C2CC2)s1)c1cccc(S(=O)(=O)N2CCc3ccccc32)c1	-2	-5	x	x	-6	5	1	-4
COc1ccc(CN(C)C[C@H]2Oc3c(NS(=O)(=O)c4ccc(OC)cc4)cccc3C(=O)N([C@H](C)CO)C[C@H]2C)cc1	-4	-15	x	-1	1	-8	-1	-4
CC(C)Oc1cccc(C(=O)NC(=S)Nc2ccc3c4c(cccc24)CC3)c1	x	3	x	-11	-5	-32	27	x
CN1C(=O)c2cc(NC(=O)c3cnccn3)ccc2OC[C@@H]2O[C@H](CC(=O)N[C@@H]3CCN(Cc4ccccc4)C3)CC[C@H]21	12	-8	5	0	3	-11	3	5
C(=C\c1ccccn1)/c1ccccn1	-81	4	-108	x	4	-4	2	25
C[C@@H]1CN([C@H](C)CO)C(=O)Cc2cc(NC(=O)Nc3ccc(F)cc3)ccc2O[C@H]1CN(C)S(=O)(=O)c1ccccc1	17	4	x	-3	-8	13	-2	3
COc1cccc(CN2CCC2(C)C(=O)Nc2cccc3cccnc23)c1OC (configuration not stated)	-2	x	18	1	6	3	-1	-26
Cc1cccc(OCCN2C(=O)c3ccccc3C2=O)c1	-88	-7	-9	x	x	x	x	5
CCCNC(=O)C[C@H]1C[C@H]2c3cc(NC(=O)Nc4ccccc4F)ccc3O[C@H]2[C@H](CO)O1	7	-5	2	-4	3	3	2	6
O=C(NC[C@@H]1N[C@@H](CO)[C@@H]1c1ccc(-c2ccccc2F)cc1)c1ccccn1	-4	3	-2	-3	-3	9	-4	16
NC(=O)C1(N2CCCCC2)CCN(Cc2ccccc2Cl)CC1	-12	-1	x	2	0	-2	1	22
O=C(O)c1cc(S(=O)(=O)N2CCCCC2)sc1Cl	-9	-8	31	x	x	x	x	8
COc1ccc(OC)c(S(=O)(=O)NC2CCN(Cc3ccccc3)CC2)c1	x	-1	x	0	-6	-5	0	x
OC(CN1C2=NCCCN2c2ccccc21)c1ccc(Cl)cc1 (configuration not stated)	-5	-2	5	-1	-2	-19	2	9

Exported in markdown: entries from further up.
| molecule | LGR2 inh | ARNT-TACC3 inh | PAX8 inh HTS | PGC1a acetyl inh | PglD DTNB | Statin myotox sup | Cneo AK release | GSIS activator |
| --- | --- | --- | --- | --- | --- | --- | --- | --- |
| C(=C\c1ccccn1)/c1ccccn1 | -81 | 4 | -108 | x | 4 | -4 | 2 | 25 |
| OC(CN1C2=NCCCN2c2ccccc21)c1ccc(Cl)cc1 (configuration not stated) | -5 | -2 | 5 | -1 | -2 | -19 | 2 | 9 |
| COc1ccc(OC)c(S(=O)(=O)NC2CCN(Cc3ccccc3)CC2)c1 | x | -1 | x | 0 | -6 | -5 | 0 | x |
| COc1cccc(CN2CCC2(C)C(=O)Nc2cccc3cccnc23)c1OC (configuration not stated) | -2 | x | 18 | 1 | 6 | 3 | -1 | -26 |

Back to the main list, starting 3 compounds before the break.
SMILES	LGR2 inh	ARNT-TACC3 inh	PAX8 inh HTS	PGC1a acetyl inh	PglD DTNB	Statin myotox sup	Cneo AK release	GSIS activator
O=C(O)c1cc(S(=O)(=O)N2CCCCC2)sc1Cl	-9	-8	31	x	x	x	x	8
COc1ccc(OC)c(S(=O)(=O)NC2CCN(Cc3ccccc3)CC2)c1	x	-1	x	0	-6	-5	0	x
OC(CN1C2=NCCCN2c2ccccc21)c1ccc(Cl)cc1 (configuration not stated)	-5	-2	5	-1	-2	-19	2	9
COc1ccc(NC(=O)CNC(=O)c2nn(-c3ccc(OC)cc3OC)c(=O)c3ccccc23)c(OC)c1	-8	-2	-10	x	x	6	x	10
COc1ccccc1C(=O)NC(=O)COc1cc(Cl)ccc1Cl	3	-4	5	6	x	x	x	7
Cc1cccc(NC(=O)N(Cc2nc3ccccc3c(=O)[nH]2)C2CCCC2)c1	-8	-1	x	10	-1	11	-1	-7
CC(=O)NC(CCS(C)(=O)=O)C(=O)Nc1ccccc1C (configuration not stated)	x	-1	x	6	6	-17	-1	x
CC1CC/C(=C\c2ccc3c(c2)OCO3)C(=O)/C1=C/c1ccc2c(c1)OCO2 (configuration not stated)	x	-1	-3	6	-3	207*	1	-2
COc1ccc(Nc2ncccc2C(=O)Nc2ccccc2)cc1	x	6	x	9	6	-20	-3	x
CCCCOc1nc2ccccc2nc1C(C#N)S(=O)(=O)c1ccccc1 (configuration not stated)	-2	-21	x	x	-2	-27	0	4
Cc1noc(C)c1S(=O)(=O)Nc1ccc2c(c1)CC(=O)N([C@@H](C)CO)C[C@@H](C)[C@@H](CN(C)CC1CCCCC1)O2	10	x	-16	0	2	32	3	-1
COc1cc(O)cc(O)c1C(=O)/C=C/c1ccccc1	x	-9	x	27	-1	16	5	x
Cc1csc2c(SCC(=O)NNS(=O)(=O)c3cccc(C(F)(F)F)c3)ncnc12	x	-4	9	-2	4	x	-1	x
C[C@@H]1CN([C@H](C)CO)C(=O)c2cc(NS(=O)(=O)c3ccc(Cl)cc3)ccc2O[C@H]1CN(C)Cc1ccc(C(=O)O)cc1	-2	-3	x	28	-3	-14	-1	22
OC(CNCCCCNCC(O)C(F)(F)F)C(F)(F)F (configuration not stated)	29	2	-2	6	x	x	x	2
COCCn1c(-c2ccc(C)cc2)nc2c(c(=O)c3ccccc3n2C)c1=O	12	-4	-2	x	x	12	x	11
O=C(O)CCC(=O)NNc1nc(-c2ccccc2)c2cc(Cl)ccc2n1	-5	4	12	-4	1	-5	6	14
O=C(N/N=C/c1ccc(F)cc1)c1c(O)c2ccccc2[nH]c1=O	-17	-2	-10	u	x	x	x	-5
COc1cccc(-c2cnc3c(c2)C(=O)N([C@H](C)CO)C[C@H](C)[C@@H](CN(C)Cc2cccnc2)O3)c1	-3	6	x	-33	2	7	1	2
O=C(NCCCNCc1ccccc1)c1ccncc1	-6	-1	x	9	1	26	-1	15
O=C1C2CCCN2C(c2ccccc2F)N1c1ccc(Cl)cc1 (configuration not stated)	x	0	12	-28	5	6	-2	x
O=C(CSc1nc2cc(C(=O)O)ccc2c(=O)n1-c1ccc(F)cc1)Nc1ccc(F)c(F)c1F	16	6	6	2	-3	-1	2	1
CCCCN(C(=O)CSc1nnc(-c2ccc(Cl)cc2)o1)c1c(N)n(CC(C)C)c(=O)[nH]c1=O	-12	x	3	2	0	-3	-1	-3
O=S(=O)(N/N=C/c1ccc2c(c1)OCCO2)c1ccc(Cl)cc1	-30	-8	x	12	x	x	x	-2
COc1ccc(CCNC(=O)C2(C)CCC(=O)N2CCC(C)C)cc1OC (configuration not stated)	19	-19	8	-11	4	-8	4	x
COCCn1c(=NC(=O)c2sc3ccccc3c2Cl)sc2cc(S(N)(=O)=O)ccc21	10	-6	23	x	-3	x	-1	10
CN(CC(=O)Nn1cnnc1)S(=O)(=O)c1ccccc1	19	-12	x	6	x	x	x	15
O=C(Nc1ccc2c(c1)OCCO2)c1ccc(Br)s1	36	-3	41	-2	5	x	0	1

Next results follow.
SMILES	LGR2 inh	ARNT-TACC3 inh	PAX8 inh HTS	PGC1a acetyl inh	PglD DTNB	Statin myotox sup	Cneo AK release	GSIS activator
O=C(CC(=O)Nc1cccc(F)c1)Nc1cccc(F)c1	-26	-3	-29	-5	4	-2	3	-3
COc1ccc(-c2cc(CCCC(=O)N3CCN(c4ccc(OC)cc4)CC3)no2)cc1	-8	-4	8	0	4	-14	4	-4
Cc1onc(NC(=O)c2ccc(Cl)cc2Cl)c1Br	-4	-4	-99	4	x	x	x	-5
Cc1c(C(c2ccccc2)c2c(C)n(C)n(-c3ccccc3)c2=O)c(=O)n(-c2ccccc2)n1C	-2	-2	-17	0	0	3	0	x
CC(=O)Oc1ccc(C(=O)[C@H]2[C@H]3C(=O)N(c4ccc(C)cc4C)C(=O)[C@H]3[C@@H]3C=CC=NN32)cc1	-5	-7	8	-6	x	x	x	-2
Nc1nc(Sc2ccc([N+](=O)[O-])cc2[N+](=O)[O-])n[nH]1	33	-15	6	-1	x	5	x	14
O=C1CSC(c2ccccc2O)N1Cc1ccccc1 (configuration not stated)	4	2	7	x	-7	12	-7	-31
CCn1cc(CN2CCC(n3nccc3NC(=O)c3ccc(OC)cc3)CC2)cn1	5	x	8	2	0	1	-1	-9
CCOc1cc(NC(=O)c2ccco2)c(OCC)cc1NC(=O)COc1ccccc1C	x	-2	-6	-4	1	-11	0	7
CCNC(=O)c1cc2c(c(-c3cccc(-c4ccccc4F)c3)n1)[C@@H](CCO)N(C(=O)CC1CC1)C2	16&0	x	16&14	-14	x	x	x	-24&-33
Cc1nnc(SCC(=O)c2c(N)n(C)c(=O)n(C)c2=O)[nH]c1=O	-13	4	x	2	-2	6	-2	5
CC(C)C(C(=O)OCC(=O)c1ccccc1)N1C(=O)C2C3C=CC(C3)C2C1=O (configuration not stated)	-1	1	3	-1	-1	-11	-2	6
Cc1nn(-c2ccc(N3CCCCC3)nn2)c(C)c1CCC(=O)Nc1ccc(F)c(F)c1	-79	10	-198	-6	-1	9	-6	-24
Cc1noc(C)c1C(=O)N(C)C[C@H]1OCc2ccccc2-c2c(n(C)c3ccccc23)C(=O)N([C@H](C)CO)C[C@@H]1C	2	1	13	1	-3	x	-3	1
Cc1cccc(C(=O)OC(C)C(=O)Nc2ccc(S(=O)(=O)Nc3ncccn3)cc2)c1C (configuration not stated)	-8	x	-1	x	-1	5	2	17
